# Screening results (PubChem BioAssay)
# p-CIP stab down – compounds decreasing mouse p/CIP protein stability | F442A p/CIP-EGFP cells, EGFP fluorescence, 16 h | hit rate 0.01% among 290,000 | decrease of EGFP signal, % at 10 µM;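 active means EGFP signal decrease of at least 30% at 10 µM or well 3 SD below plate mean, unless failing retest; inactive means the rest, including hits failing retest or dose response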; further: some compounds called inactive have numbers as strong as hits; many of its hits are not listed in these tables
# IMP-1 inh – inhibitors of Pseudomonas aeruginosa IMP-1 metallo-beta-lactamase; purified IMP-1, nitrocefin hydrolysis, epi-absorbance fluorescence; inhibition, % at 5.6 µM; hit rate 0.45% among 290,000; AID 1556;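 active means inhibition above the mean plus 3 SD of all compounds in the same screening run, cut at about 4.5% in these data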;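 further: 0% = IMP-1 with DMSO and 100% = DMSO wells lacking enzyme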
#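 assay system = purified recombinant IMP-1 metallo-beta-lactamase enzyme | schedule = 15 min preincubation plus 25 min reaction at 25 °C | signal = Epi-absorbance fluorescence, 480 nm excitation, 530 nm emission | read-out basis = percent inhibition from optical density relative to buffer-blank wells | controls = IMP-1 with DMSO as 0%, enzyme-free DMSO as 100%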
# IDE cell activ – boosts human insulin-degrading enzyme activity in HEK cells; P14735; FAbeta-B cleavage, fluorescence polarization; 0% vehicle, 100% cell-free pure enzyme wells; activation, % at 5.96 µM; hit rate 0.073% among 340,000; AID 493087;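 active means activation above the mean of all tested compounds plus 3 SD, set per screening campaign, cut at about 17% in these data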
# HCV NS3 hel inh – blocks Hepatitis C virus NS3 helicase unwinding; inhibition, % at 10.9 µM; hit rate 0.56% among 290,000; NS3 helicase DNA unwinding, Cy5 molecular beacon fluorescence;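 active means inhibition above the mean of all tested compounds plus 3 SD, set per campaign, cut at about 35% in these data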;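 further: 0% = DMSO wells and 100% = thioflavine S control wells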
#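 test system = hepatitis C virus NS3 helicase domain fragment enzyme | reagent = annealed dual-labelled DNA beacon duplex, ATP-started | times = 1 h at 25 °C | detection = Cy5 fluorescence, 0 and 60 min reads | read-out basis = percent inhibition from t60/t0 fluorescence ratio | control set = DMSO and thioflavine S | replication = one well per compound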
# VIM-2 inh – blocks Pseudomonas aeruginosa VIM-2 metallo-beta-lactamase. purified VIM-2, nitrocefin hydrolysis, epi-absorbance fluorescence. hit rate 0.89% among 290,000. inhibition, % at 5.6 µM;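 active means inhibition above the mean of all tested compounds plus 3 SD, cutoff set per screening run, cut at about 7.5% in these data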;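 further: red hydrolysis product quenches plate fluorescence so inhibitors raise well fluorescence; 0% = enzyme with DMSO and 100% = DMSO without enzyme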
# IDE cell inh – cellular human IDE inhibition | P14735 | HEK cells, FAbetaB cleavage, fluorescence polarization | inhibition, % at 5.59 µM | hit rate 0.41% among 320,000 | AID 434962;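 active means percent inhibition above the average of all tested compounds plus 3 SD, set per screening campaign, cut at about 16% in these data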;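 further: IDE supplied by intact live HEK cells; FP after avidin binding of uncleaved biotin substrate so inhibition keeps polarization high; 0% = DMSO wells and 100% = 60 µM reference IDE inhibitor Ii1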
# PfM18AAP inh – blocks P. falciparum M18 aspartyl aminopeptidase; recombinant PfM18AAP, H-Glu-NHMec fluorogenic cleavage; inhibition, % at 7.35 µM; hit rate 1.2% among 290,000; AID 1822;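 active means inhibition above the campaign mean inhibition over all tested compounds plus 3 SD, cut at about 28% in these data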;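 further: 0% = plate median of test compound wells and 100% = 2 mM ZnCl2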
# DNA FID counter – displaces DNA intercalator in HCV helicase counter-screen | inhibition, % at 7.9 µM | hit rate 0.17% among 290,000 | DNA fluorescent intercalator displacement, fluorescence; in the data active means inhibition above about 37%;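 further: 0% = vehicle and 100% = reference compound; higher means more ethidium bromide displaced from hairpin DNA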
# SUMO HTRF inh – blocks human SUMOylation mediated by UBC9. AID 2006. P63279. inhibition, % at 35 µM. hit rate 0.36% among 290,000. HTRF SUMOylation assay, SAE1/SAE2 + UBC9, in vitro; in the data active means inhibition above about 50%, passing the limit was not always enough; further: strong numbers were not always called active
# Target sequence (P63279 whole entry, looked up): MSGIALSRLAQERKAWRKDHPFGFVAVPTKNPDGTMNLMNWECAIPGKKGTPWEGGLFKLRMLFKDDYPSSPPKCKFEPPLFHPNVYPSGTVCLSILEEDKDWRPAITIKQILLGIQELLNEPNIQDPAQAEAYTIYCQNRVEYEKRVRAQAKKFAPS
# Active calls of the source: *; x = not tested or not shown.
1: COc1ccc2[nH]c(C(=O)N/N=C/c3cc(OC)c(OC)c(OC)c3)cc2c1
2: O=C(CSc1nnc(SCc2ccccc2)s1)N/N=C/C=C/c1ccccc1[N+](=O)[O-]
3: N/C(=N\OS(=O)(=O)c1ccc2ccccc2c1)c1ccccn1
4: Oc1ccc(Br)cc1/C=N/N1CCN(Cc2cccc3ccccc23)CC1
5: CC1C(=O)N(Cc2ccc([N+](=O)[O-])cc2)c2ccccc2N1C(=O)C1CC1 (stereo unspecified)
6: CC(=O)N1CCN(C(=O)C(Cc2c[nH]c3ccccc23)NC(=O)c2ccccc2Cl)CC1 (stereo unspecified)
7: Cc1sc2ncn(CC(=O)NCCCC(=O)Nc3ccc(C(C)C)cc3)c(=O)c2c1C
8: COc1ccc(NC(=O)c2sc3ncn(CC(=O)N4CCN(c5ccccn5)CC4)c(=O)c3c2C)cc1OC

Compound,1,2,3,4,5,6,7,8
p-CIP stab down,-9,-4,-29,-7,-10,-8,-12,-16
IMP-1 inh,1.4,-3.6,-1.7,-1.5,-3.2,-2.1,-1.0,-2.6
IDE cell activ,-4,2,2,-1,x,1,3,-1
HCV NS3 hel inh,9,17,-3,-1,-1,2,4,-6
VIM-2 inh,1.1,-4.8,0.3,-2.1,-5.0,0.3,-5.2,-2.2
IDE cell inh,3,7,x,-6,5,-2,-3,4
PfM18AAP inh,7,0,-3,-3,-1,-9,5,10
DNA FID counter,-27,-11,4,-3,0,-20,-22,-54
SUMO HTRF inh,4,-6,8,4,20,3,42,9

9: O=C(Cc1ccccc1)Nc1ccc(NC(=O)c2ccco2)cc1
10: Cc1ccc(NC(=O)CCC(=O)NNC(=O)c2ccco2)c(C)c1
11: COc1ccc2cc(C#N)c(SCC(=O)N3CC(=O)Nc4ccccc43)nc2c1
12: O=C(CCc1nnc2ccc(NCc3ccco3)nn12)Nc1cc(F)ccc1F
13: CCOC(=O)COc1ccc2c(=O)c(-c3ccccc3OC)coc2c1
14: O=C(NNC1CC(=O)N(c2ccc(F)cc2)C1=O)c1cccnc1 (stereo unspecified)
15: N#Cc1c(N)n(CCNC(=O)c2ccc(Cl)cc2)c2nc3ccccc3nc12
16: O=C(CSCc1cccc(Cl)c1)Nc1ccccc1-c1ccccc1

Compound,9,10,11,12,13,14,15,16
p-CIP stab down,-15,6,-8,2,18,-12,-6,10
IMP-1 inh,-1.0,-0.7,-0.5,-2.5,-4.1,-2.5,-2.7,-2.6
IDE cell activ,1,8,6,-3,-3,9,6,3
HCV NS3 hel inh,-11,-5,-4,6,9,-1,4,0
VIM-2 inh,0.4,-0.4,-0.8,-0.9,-1.7,-3.6,1.4,-5.4
IDE cell inh,4,-5,4,3,-3,-3,1,-2
PfM18AAP inh,-11,2,-1,26,2,4,-1,0
DNA FID counter,25,2,1,-22,-18,-5,-10,-19
SUMO HTRF inh,11,-2,-8,17,10,4,32,0

# From no. 3 to 13, as listed above:
3: N/C(=N\OS(=O)(=O)c1ccc2ccccc2c1)c1ccccn1
4: Oc1ccc(Br)cc1/C=N/N1CCN(Cc2cccc3ccccc23)CC1
5: CC1C(=O)N(Cc2ccc([N+](=O)[O-])cc2)c2ccccc2N1C(=O)C1CC1 (stereo unspecified)
6: CC(=O)N1CCN(C(=O)C(Cc2c[nH]c3ccccc23)NC(=O)c2ccccc2Cl)CC1 (stereo unspecified)
7: Cc1sc2ncn(CC(=O)NCCCC(=O)Nc3ccc(C(C)C)cc3)c(=O)c2c1C
8: COc1ccc(NC(=O)c2sc3ncn(CC(=O)N4CCN(c5ccccn5)CC4)c(=O)c3c2C)cc1OC
9: O=C(Cc1ccccc1)Nc1ccc(NC(=O)c2ccco2)cc1
10: Cc1ccc(NC(=O)CCC(=O)NNC(=O)c2ccco2)c(C)c1
11: COc1ccc2cc(C#N)c(SCC(=O)N3CC(=O)Nc4ccccc43)nc2c1
12: O=C(CCc1nnc2ccc(NCc3ccco3)nn12)Nc1cc(F)ccc1F

Compound,3,4,5,6,7,8,9,10,11,12
p-CIP stab down,-29,-7,-10,-8,-12,-16,-15,6,-8,2
IMP-1 inh,-1.7,-1.5,-3.2,-2.1,-1.0,-2.6,-1.0,-0.7,-0.5,-2.5
IDE cell activ,2,-1,x,1,3,-1,1,8,6,-3
HCV NS3 hel inh,-3,-1,-1,2,4,-6,-11,-5,-4,6
VIM-2 inh,0.3,-2.1,-5.0,0.3,-5.2,-2.2,0.4,-0.4,-0.8,-0.9
IDE cell inh,x,-6,5,-2,-3,4,4,-5,4,3
PfM18AAP inh,-3,-3,-1,-9,5,10,-11,2,-1,26
DNA FID counter,4,-3,0,-20,-22,-54,25,2,1,-22
SUMO HTRF inh,8,4,20,3,42,9,11,-2,-8,17

13: CCOC(=O)COc1ccc2c(=O)c(-c3ccccc3OC)coc2c1

Compound,13
p-CIP stab down,18
IMP-1 inh,-4.1
IDE cell activ,-3
HCV NS3 hel inh,9
VIM-2 inh,-1.7
IDE cell inh,-3
PfM18AAP inh,2
DNA FID counter,-18
SUMO HTRF inh,10

# More records.
17: O=C(CN1CCN(c2ccccn2)CC1)Nc1cc(C(F)(F)F)ccc1Cl
18: c1ccc(OCCCn2ccnc2)cc1
19: CC(C)(C)c1ccc(NC(=S)NCc2cccnc2)cc1
20: COc1ccc(-n2cc(-c3ccccc3)c3c(N4CC(C)OC(C)C4)ncnc32)cc1 (stereo unspecified)
21: CCCCCCC(=O)NNC(=O)CC(=O)Nc1ccccc1C(=O)O
22: CC(=O)c1ccc(N2CCN(C(=O)CCCn3c(=S)[nH]c4cc5c(cc4c3=O)OCO5)CC2)cc1
23: O=C(CC1CCCCC1)N1CCCC(c2nc(-c3ccc(S(=O)(=O)N4CCCC4)cc3)no2)C1 (stereo unspecified)
24: CC(C)(C)CN1CCC(Oc2cccc(C(=O)N3CCNC(=O)C3(C)C)c2)CC1

Compound,17,18,19,20,21,22,23,24
p-CIP stab down,-2,15,9,0,-2,-5,-48,-5
IMP-1 inh,-6.0,0.8,-1.0,-3.2,0.4,-2.5,-5.1,-3.4
IDE cell activ,1,6,4,7,5,-18,-3,8
HCV NS3 hel inh,-3,-9,-5,-10,15,7,7,14
VIM-2 inh,-1.5,1.2,-0.1,-3.6,-1.8,-2.3,-2.4,-2.1
IDE cell inh,-1,6,1,0,-7,-3,7,8
PfM18AAP inh,-2,-2,-6,1,5,3,-1,7
DNA FID counter,-24,6,-12,-27,-2,-5,-16,-7
SUMO HTRF inh,-7,-2,1,-15,12,7,13,2

25: Cc1oc(-c2cccs2)nc1CS(=O)CC(=O)NCCCN1CC(C)CC(C)C1 (stereo unspecified)
26: CCOC(=O)c1c(C)n(CC)c2c1cc(O)c1ccccc12
27: CCOc1ccc(S(=O)(=O)N(C)c2ccc(OCC(=O)NCc3cccnc3)cc2)cc1
28: CCCCN1C(=O)Nc2ccccc2S1(=O)=O
29: O=[N+]([O-])c1ccc(O)c(C=Nc2cccc3ccccc23)c1
30: O=C(CCc1cn(Cc2ccc(F)cc2)c2ccccc12)N1CCOCC1
31: O=C(NCC1CCCO1)c1ccc(Cn2c(=S)[nH]c3ccccc3c2=O)cc1 (stereo unspecified)
32: Cc1cccc(Oc2coc3cc(O)ccc3c2=O)c1

Compound,25,26,27,28,29,30,31,32
p-CIP stab down,-9,4,-2,0,3,-4,8,-5
IMP-1 inh,0.3,-1.2,-2.8,-2.2,-2.6,-2.0,-1.8,2.9
IDE cell activ,-1,1,4,-1,1,4,10,1
HCV NS3 hel inh,-1,5,-10,-11,8,6,5,19
VIM-2 inh,1.1,-1.9,-1.0,-3.1,1.1,0.4,-4.4,2.5
IDE cell inh,-1,1,-2,7,-4,8,6,-2
PfM18AAP inh,-16,3,3,0,13,0,4,-8
DNA FID counter,8,-8,-29,-6,1,-36,-16,-4
SUMO HTRF inh,-5,1,5,-9,48,-7,-1,19

33: CCCCn1c(=O)n(CC(=O)Nc2ccc(C)c(Cl)c2)c(=O)c2c1ncn2Cc1ccco1
34: COc1ccc(Cn2c(=O)[nH]c3cc(C(=O)NC4CCCC4)ccc3c2=O)cc1
35: Cc1onc(-c2c(F)cccc2Cl)c1C(=O)N1CCCCC1
36: CCOCCCn1c(=O)c2ccccc2n2c(=S)[nH]nc12
37: COc1ccccc1N1CCN(C(=O)CSc2nnc(NC(=O)C(C)C)s2)CC1
38: COc1ccc2[nH]cc(CCNC(=O)Nc3ccccc3C)c2c1
39: CCCn1c(SCCC(=O)O)nc2ccccc21
40: CCc1ccc(N(CC(=O)N2CCOCC2)S(C)(=O)=O)cc1

Compound,33,34,35,36,37,38,39,40
p-CIP stab down,-7,-18,-17,-10,-2,-6,-8,10
IMP-1 inh,-3.1,-2.2,-1.5,0.6,-2.7,-0.6,-1.3,-2.7
IDE cell activ,3,8,3,-3,8,3,-5,1
HCV NS3 hel inh,5,-4,3,18,3,2,-10,-7
VIM-2 inh,-1.9,-3.0,-0.7,-0.8,-3.0,0.5,-1.3,-2.7
IDE cell inh,1,0,0,-1,2,2,0,-2
PfM18AAP inh,1,9,2,46*,-1,-2,1,1
DNA FID counter,-10,-4,-8,-22,-32,-8,1,-2
SUMO HTRF inh,-6,11,21,16,1,-10,-5,3

41: COc1cc(Cl)c(C)cc1NC(=O)CN(C)Cc1cccc(OC)c1OC
42: N#CCSCC(=O)Nc1ccc(Cl)cc1
43: Cc1c(C(=O)N2CCOCC2)sc(NC(=O)C(C)C)c1C#N
44: COCCN(C(=O)CSc1nc2nc(C)cc(C)n2n1)c1c(N)n(Cc2ccccc2)c(=O)[nH]c1=O
45: C/C=C(\C)C(=O)N1CC2(CC(c3cccc(NC(=O)CCCCC)c3)=NO2)C[C@@H]1C(N)=O (stereo partly specified)
46: c1cncc(-c2nc(-c3ccco3)cs2)c1
47: CCC(C)NC(=O)c1ccc(C2SCC(=O)N2Cc2ccccc2)cc1 (stereo unspecified)
48: O=C(C1CCCN(S(=O)(=O)c2ccc(Br)s2)C1)N1CCN(c2ccccc2)CC1 (stereo unspecified)
49: CCCC(C(=O)NCc1ccco1)N(C(=O)CNS(=O)(=O)c1ccc(Cl)cc1)C1CCCC1 (stereo unspecified)
50: Cc1ccc(C2OC34CCCCCC3C(C#N)(C(=N)O4)C2(C#N)C#N)cc1 (stereo unspecified)

Compound,41,42,43,44,45,46,47,48,49,50
p-CIP stab down,-18,-4,3,1,-3,-4,-25,1,-10,8
IMP-1 inh,-3.1,-0.9,-2.2,-3.4,x,-0.2,-2.2,-1.8,-3.5,-1.4
IDE cell activ,3,-1,0,3,0,1,2,-2,1,5
HCV NS3 hel inh,-2,13,9,3,x,6,12,-17,8,1
VIM-2 inh,-4.1,-2.5,-5.3,-1.7,x,-1.8,-2.7,-3.0,-3.3,-0.2
IDE cell inh,-11,-4,8,4,0,6,7,2,2,-2
PfM18AAP inh,4,7,-2,2,x,-4,6,-3,3,5
DNA FID counter,1,-6,-6,-15,x,-7,-28,-43,-36,-7
SUMO HTRF inh,4,26,14,0,0,13,20,-1,-11,-8
